NR2E3 ag-1: activates human NR2E3 receptor. inhibition of corepressor binding, % at 3.98 µM. actives 0.35% (n = 360,000). Q9Y5X4. CHO-S Gal4-NCOR/VP16-NR2E3 two-hybrid, luciferase. AID 602229;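 active means inhibition above the mean of all tested compounds plus 3 SD, cut at about 70% in these data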;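 further: 0% = DMSO with NR2E3 transfected cells and 100% = cells lacking NR2E3 construct; higher means lower luciferase signal from less NR2E3 corepressor binding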
Target sequence (Q9Y5X4 whole entry, looked up, the tested form may be a part): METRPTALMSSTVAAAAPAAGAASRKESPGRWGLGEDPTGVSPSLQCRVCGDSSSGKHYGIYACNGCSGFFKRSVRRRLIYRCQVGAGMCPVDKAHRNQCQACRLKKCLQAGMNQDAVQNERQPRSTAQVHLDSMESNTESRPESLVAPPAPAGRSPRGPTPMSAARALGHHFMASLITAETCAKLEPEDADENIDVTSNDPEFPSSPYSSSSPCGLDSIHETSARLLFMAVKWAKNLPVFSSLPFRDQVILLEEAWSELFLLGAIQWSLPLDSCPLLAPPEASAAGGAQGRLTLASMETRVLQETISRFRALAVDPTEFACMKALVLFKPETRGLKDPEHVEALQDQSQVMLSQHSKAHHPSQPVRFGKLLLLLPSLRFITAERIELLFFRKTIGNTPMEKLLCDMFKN
NR2E3 ag-2: agonists of human nuclear receptor NR2E3 | Q9Y5X4 | AID 2300 | actives 0.12% (n = 320,000) | inhibition of corepressor binding, % at 4.78 µM | GST-NR2E3/biotin-RetCOR TR-FRET, 1536-well;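 active means percent inhibition above the cutoff of mean plus 3 SD of all tested compounds, set per screening campaign, cut at about 20% in these data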;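 further: 0% = DMSO wells and 100% = biotin wells as full block of FRET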
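System: GST-tagged NR2E3 plus biotinylated RetCOR corepressor; Buffer or medium: pH 7.5 Tris-based buffer; Probe or stimulus: RetCOR corepressor, biotinylated, 7 nM; Doses: compound at 4.8 µM, single dose; Schedule: 5 h incubation at 4 °C; Technique: time-resolved FRET; Evaluation: percent inhibition of TR-FRET ratio; Replication: one well per compound, singlicate testing.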
TRAIL sens C8: sensitizes caspase-8 expressing cells to TRAIL | actives 1% (n = 360,000) | inhibition (viability loss, TRAIL sensitization), % at 10 µM | NB7+C8 cells + TRAIL, ATPlite viability luminescence;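 active means compounds causing at least 50% loss of cell viability in the single-dose screen, relative to plate controls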
HIF-2a inh: HIF-2a inhibition; 786-0 RCC cells HIF-2a reporter, luciferase luminescence, overnight; inhibition, % at 18.8 µM; actives 0.72% (n = 360,000); AID 624352;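 active means inhibition of the luminescence signal of 40% or more relative to plate controls, in a single-dose primary screen at 18.75 µM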
Shn3 inh set2: Schnurri-3 reporter inhibition in Clone20 osteoblasts | Clone20 osteoblast Shn3 3'UTR firefly luciferase, 24 h | inhibition, % at 12.5 µM | actives 0.52% (n = 360,000) | AID 588674;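 active means mean inhibition of at least 75% with every replicate also reaching 75%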;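 further: 0% = median of neutral control wells and 100% = pilot-screen positive control compound; some compounds past the cut are filed as inactive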
KKLEB tox: reduces viability of KKLEB cystic fibrosis airway cells; actives 0.36% (n = 360,000); activity change (cytotoxicity), % at 5 µM; KKLEB CF airway cells viability, ATPlite luminescence, overnight; active compounds read low; cells stimulated with P. aeruginosa culture filtrate; AID 602141;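 active means corrected activity change at or below -50% at 5 µM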
Peg3 prom inh: reduces Peg3 promoter-driven luciferase expression in HeLa. HeLa PEG-Prom luciferase reporter, luminescence, overnight. actives 1.7% (n = 360,000). inhibition, % at 20 µM;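 active means inhibition of at least 50% at 20 µM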
CF NFkB block: cystic fibrosis NF-kB activation inhibition; actives 0.86% (n = 360,000); KKLEB NF-kB-GFP reporter, PAF-induced, GFP fluorescence overnight; inhibition, % at 5 µM;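 active means at least 50% inhibition at 5 µM, scaled per plate between neutral and stimulator controls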;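 further: PAF is a Pseudomonas aeruginosa culture filtrate used as stimulus; plate controls were PAF-stimulated DMSO wells for no effect and unstimulated DMSO wells for full effect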
TWEAK-Fn14 inh: inhibitors of TWEAK-Fn14 interaction signaling | actives 2% (n = 360,000) | inhibition, % at 10 µM | TWEAK-stimulated Fn14 reporter cells, luciferase luminescence, 8 h; in the data active means inhibition above about 50%
TROY NFkB inh: inhibitors of TROY-dependent NF-kB signaling. Q293 LMP1-TROYcd NF-kB luciferase reporter, 4 h. inhibition, % at 10 µM. actives 0.98% (n = 360,000). AID 1347056;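 active means compounds whose plate-normalised and pattern-corrected inhibition of the luciferase reporter signal at the single screening dose is 50% or more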
TRPM1 prom inh: reduces MITF-dependent TRPM1 promoter luciferase signal | SK-MEL-5 TRPM1 promoter luciferase, 24 h | inhibition, % at 12.5 µM | actives 0.83% (n = 330,000);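 active means mean inhibition across replicates of 60% or more, whatever share of single replicates reaches that level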; further: values of inactives mirror those of a sister screen read the other way
* hit, by the source's call; · = no result given.

SMILES	NR2E3 ag-1	NR2E3 ag-2	TRAIL sens C8	HIF-2a inh	Shn3 inh set2	KKLEB tox	Peg3 prom inh	CF NFkB block	TWEAK-Fn14 inh	TROY NFkB inh	TRPM1 prom inh
CCCCNC(=O)N1CCC(CCC(=O)N(C)Cc2ccccc2)CC1	-18	2	-4	17	10	3	22	-18	-6	3	11
Cc1ccc(S(=O)(=O)N2CCCN(c3nccc(C(F)(F)F)n3)CC2)cc1	-2	0	1	19	-42	3	18	13	-4	8	-3
Cc1ccccc1N1C(=O)CN(Cc2sccc2C)C1=S	-10	0	-1	13	6	-10	3	6	-4	10	4
CCCCC(=O)Nc1ccc(NC(=S)NC(=O)c2ccco2)cc1OC	-1	2	3	-67	-18	-16	-5	7	-17	-1	0
O=C(NCc1nnc(SCC(=O)N2CCOCC2)o1)c1cccs1	1	7	-5	9	1	2	2	3	2	6	4
CCc1ccccc1NC(=O)NC(C)c1ccc2c(c1)OCO2 (stereo not given)	1	2	-6	6	13	10	-3	2	11	9	12
CCCCn1c(N)c(N(CCC(C)C)C(=O)C2CC(=O)N(c3cccc(SC)c3)C2)c(=O)[nH]c1=O (stereo not given)	37	2	-3	-5	-2	-7	12	8	5	-23	6
COc1ccc2[nH]c(C(=O)O)c(NS(=O)(=O)c3ccc(C)cc3C)c2c1	-24	0	-18	5	-36	19	-3	-4	-5	-20	18
CCCOc1ccc(OCCN2CCCC(C)C2)cc1 (stereo not given)	-3	0	8	-1	-34	15	4	-1	16	18	-7
CCCc1ccc(Oc2c(-c3ccc(O)c(C)c3O)n[nH]c2C)cc1	15	-2	-2	15	-17	2	3	-15	-5	1	-1
CCOC(=O)c1ccc(N=Nc2c(C)c(C#N)c(O)[nH]c2=O)cc1	-2	2	-8	-139	-68	-20	-92	65*	-1	-59	-21
COc1ccc(-n2c(Cc3cccn3C)nnc2SCC(=O)Nc2nc(C)cs2)cc1	-20	-2	3	7	-3	6	-6	-23	7	0	5
COc1ccc(C(C)=O)cc1COC(=O)CCC(=O)c1cccs1	-5	·	-21	-3	1	-8	-7	-26	-32	-6	5
Cc1ccc(C)c(S(=O)(=O)N2CCCC2CNC(=O)C(=O)NCc2cccs2)c1 (stereo not given)	-20	-3	-13	8	14	19	11	-9	23	-5	0
Cc1cc(NC(=O)c2ccco2)c(=O)n(Cc2cccc(C(F)(F)F)c2)c1	-30	0	7	4	-3	5	1	8	-8	13	5
c1ccc(-c2nc(NCc3cccnc3)c3ccccc3n2)cc1	-32	3	0	-7	10	-9	20	-9	3	17	-14
CC1=C/C(=N\NC(=O)c2ccccc2)CC1	-18	1	-6	-1	-12	13	-11	-20	-8	4	-14
CSCCC(NC(=O)OCc1ccccc1)NC(=O)OCc1ccccc1	28	·	-6	5	20	-5	11	10	9	11	·
C/C(=N\NC(=O)c1cc(C)oc1C)c1ccc2ccccc2c1	-50	5	15	-40	-27	-2	-40	-6	-1	-6	-24
Cc1ccc(C(=O)NNC(=O)CSc2n[nH]c(-c3cccnc3)n2)cc1	4	0	-3	13	-1	2	-5	6	-5	-7	1
COc1ccc(NC(=O)c2ccc(Br)o2)cc1	-79	3	19	-308	-57	-3	-249	-12	-6	-75	-81
CSCC[C@H](N)C(=O)N1CCC(C(=O)N[C@@H](Cc2c[nH]c3ccccc23)C(=O)O)CC1	-34	-3	-15	9	-2	-10	9	17	10	-6	3
CCCc1cc(=O)oc2c(CN3CCOCC3)c(O)ccc12	-14	0	-8	5	9	-1	2	2	-14	11	1
CCOC(=O)c1[nH]c(C)c(C(=O)Nc2cc(OC)ccc2OC)c1C	-10	0	3	-18	7	-17	-14	23	18	-8	7
COc1ccc(CC(=O)N2CC(=O)N(CCc3ccccc3)C(=O)C2)cc1	-25	1	5	0	4	11	1	-15	-4	9	5
New compounds follow:
SMILES	NR2E3 ag-1	NR2E3 ag-2	TRAIL sens C8	HIF-2a inh	Shn3 inh set2	KKLEB tox	Peg3 prom inh	CF NFkB block	TWEAK-Fn14 inh	TROY NFkB inh	TRPM1 prom inh
COCC1CCCCN1C(=O)CCCn1nnnc1CN1CCC(C)CC1 (stereo not given)	-7	1	3	-3	-2	23	1	-18	-13	7	4
O=C(Nc1nc(-c2ccccc2)cs1)C1CCCCN1S(=O)(=O)c1ccc(Cl)cc1 (stereo not given)	-11	-1	29	-18	18	-5	33	8	39	6	0
O=C(CNC(=O)c1ccc2c(=O)n3c(nc2c1)CCC3)Nc1ccc(F)c(F)c1	11	0	0	2	4	3	-1	-21	18	-14	7
CCc1ccccc1Nc1cc(C(=O)NCc2ccccn2)c2ccccc2n1	-7	1	2	9	-9	9	-3	-8	17	-4	-14
O=S(=O)(Nc1ccc(F)cc1)c1cccc2nsnc12	-10	5	-13	19	-24	-12	8	6	23	10	-7
COc1ccc(S(=O)(=O)N2CCC(N3CCN(c4ccccc4OC)CC3)CC2)cc1	3	-2	-3	17	-6	5	8	9	-11	3	1
Cc1cc(Cl)ccc1NC(=S)NCc1ccccc1Cl	-16	-1	-17	16	-9	10	-5	17	-15	0	6
CC1(C(=O)NS(=O)(=O)c2ccccc2Cl)CCN1C(=O)C1(c2ccc(Cl)cc2)CC1 (stereo not given)	18	·	-18	-4	-27	-12	-22	0	1	-4	·
Cc1ccc(N(CCC(=O)O)S(=O)(=O)c2ccccc2)cc1	17	-1	18	6	6	3	15	9	1	-13	3
O=C(CN1CCCCCC1)N1c2ccccc2Sc2ccc(C(F)(F)F)cc21	-13	0	0	-12	-15	-6	5	24	-4	4	-12
COC(=O)c1cccc(NC(=O)c2ccco2)c1	-11	-2	-12	-13	-4	6	-11	-13	20	·	-20
O=C(CN1C(=O)C(=O)c2ccccc21)c1ccc(Cl)cc1	-14	0	1	8	-20	8	-2	6	15	-13	6
Cc1ccc(-n2nc3c(c2NC(=O)C2CC2)CS(=O)(=O)C3)cc1	-19	5	3	10	-8	-5	-8	3	20	-3	3
C=CCN=c1scc(-c2ccco2)n1/N=C/c1ccc(O)c(O)c1O	-57	2	6	-109	91*	-7	-103	23	48	-7	-26
CCn1cc(C(=O)NCc2ccc3c(c2)OCO3)c(=O)c2cc(S(=O)(=O)N3CCOCC3)ccc21	-20	-3	12	19	-31	-6	25	7	1	-2	11
O=C1NC(=S)SC1=Cc1cccs1	-32	·	8	-76	-23	2	-39	8	3	-60	0
COC(=O)Cn1cc(C(=O)OC)cc(Br)c1=O	-7	4	-7	21	-15	-6	10	2	0	11	6
Cn1cnc([N+](=O)[O-])c1Sc1ncnc2nc[nH]c12	-19	1	67*	-8	14	17	43	-2	3	13	20
O=C(CCc1cccc(Cl)c1)N1CCCC(Nc2ccccc2)C1 (stereo not given)	-46	3	10	3	23	-9	16	-10	-1	-1	-16
COc1ccc(/C=C2\SC(=O)N(CCn3cnnn3)C2=O)cc1	-5	1	1	-110	-29	-3	-116	8	-13	-58	-15
O=C(Nc1nnc(-c2ccc(Cl)s2)o1)C1CC1	-23	3	6	-41	-41	6	-40	0	-11	-12	-7
O=P(O)(c1ccccc1)c1ccccc1O	-11	0	-1	19	-5	-1	-2	9	2	7	-6
CCOc1cc(C2NC(=O)N(C)C(C)=C2C(=O)OC)cc(Br)c1O (stereo not given)	-11	-1	-1	4	5	0	2	-6	1	4	1
CCCNC(=O)C1(C)CCCN(Cc2ccc(-c3ccccn3)cc2)C1 (stereo not given)	-11	·	-3	-10	28	1	2	10	3	3	·
COc1ccc(S(=O)(=O)NC2(C(F)(F)F)NC(=O)N(CCc3ccc(OC)c(OC)c3)C2=O)cc1 (stereo not given)	0	2	-10	-2	-2	11	17	8	5	21	11

Compound profiles, from the list above. Values in the order: NR2E3 ag-1	NR2E3 ag-2	TRAIL sens C8	HIF-2a inh	Shn3 inh set2	KKLEB tox	Peg3 prom inh	CF NFkB block	TWEAK-Fn14 inh	TROY NFkB inh	TRPM1 prom inh
CCOC(=O)c1ccc(N=Nc2c(C)c(C#N)c(O)[nH]c2=O)cc1 is listed as -2	2	-8	-139	-68	-20	-92	65*	-1	-59	-21
CCc1ccccc1NC(=O)NC(C)c1ccc2c(c1)OCO2 (stereo not given) is listed as 1	2	-6	6	13	10	-3	2	11	9	12
CC1=C/C(=N\NC(=O)c2ccccc2)CC1 is listed as -18	1	-6	-1	-12	13	-11	-20	-8	4	-14

(further entries)
SMILES	NR2E3 ag-1	NR2E3 ag-2	TRAIL sens C8	HIF-2a inh	Shn3 inh set2	KKLEB tox	Peg3 prom inh	CF NFkB block	TWEAK-Fn14 inh	TROY NFkB inh	TRPM1 prom inh
N/C(=N\OC(=O)CCCOc1ccccc1)c1ccncc1	-56	4	-8	16	6	-16	4	4	6	16	-19
Fc1ccc(F)c(NC(=S)NCCc2ccccc2)c1	-14	-3	0	-123	47	7	-101	4	30	-6	-12
CC1=NN(C(=O)CSCc2ccccc2)C(O)(c2ccc(F)cc2)C1 (stereo not given)	-2	-4	-4	10	-12	8	6	-7	17	1	-6
COc1cccc(CNC(=O)c2nnn(CC(=O)Nc3cccc(C)c3)c2N)c1	4	0	-20	18	5	-14	0	12	-13	1	0
COc1ccc(-c2cnc3c(NC=O)cc(-c4cc(OC)c(OC)c(OC)c4)cn23)cc1OC	40	·	14	-1	23	-25	65*	-9	25	7	·
CN1CCCC(OC(=O)c2cccc(Br)c2)C1 (stereo not given)	-24	-2	-10	10	-19	-6	8	8	-2	4	1
CC(C)(C)NCC(O)(c1ccc(Cl)cc1)c1ccc(Cl)cc1	7	-1	6	18	67	-18	31	15	-3	9	-4
CC(C)c1ccc(C(C(=O)NC2CCCCC2)N(C(=O)c2ccccn2)c2cccnc2)cc1 (stereo not given)	-2	0	-6	15	16	-14	8	23	-5	-8	-4
CCc1c(C)sc(NC(=S)N2CCN(S(C)(=O)=O)CC2)c1C(=O)OC	2	7	14	7	13	0	6	-10	-20	-2	6
CCc1cc2c(=O)c(-c3nc(C)cs3)c(CCCC(=O)O)oc2cc1O	-23	0	-1	10	-10	-5	8	3	-18	0	26
O=C(/C=C/c1cccnc1)c1cc(F)ccc1O	-11	4	0	20	-13	-3	-3	6	-14	-4	5
O=C(Nc1ccccc1Sc1ccccc1)c1ccccc1F	-17	1	-6	-71	-9	-2	-43	-2	-15	-64	-9
C[C@@H]1CN([C@H](C)CO)C(=O)CCCn2nncc2CO[C@H]1CN(C)C(=O)c1ccncc1	-34	·	-21	5	-10	10	7	13	1	-17	·
O=C(O)c1cn(Cc2ccccc2)c2ccccc2c1=O	-53	-6	-4	-12	-15	-4	-8	2	-20	-18	-9
COc1ccccc1N1CCN(Cc2cc(Br)c(O)c3ncccc23)CC1	-4	0	14	12	70	-9	20	13	-43	29	71*
O=C1c2[nH]nc(-c3ccccc3O)c2C(c2cccc(Cl)c2)N1CC1CCCO1 (stereo not given)	26	2	24	22	7	8	28	0	-5	-2	7
O=C(Cc1ccccc1F)Nc1cc(Cl)ccc1N1CCCC1	-46	-3	-8	-17	7	-1	4	-10	8	4	5
O=C(NCc1ccccc1F)c1cccs1	-8	-5	-4	-4	9	16	-2	-2	11	5	4

This is a subset; count on the stated rates, not on these rows.
